Yfh1-off respiration = enhancers of respiration in Yfh1-depleted yeast, dose response, Friedreich's ataxia, plus single-dose screen (AID 1465) | S. cerevisiae Yfh1-off respiration, WST-1 reduction, 72 h; higher fold induction means a stronger effect | fold induction at 50 µM; hits with a dose series show EC50 in µM | hit rate 0.074% among 220,000;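 active = fold induction of absorbance versus untreated yeast above a set limit, then at least 30% activation at any dose in follow-up; inconclusive = repeats straddling the limit, or above it without dose testing; inactive = fold induction below the set limit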;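 note: activators that raise dye reduction in frataxin-depleted yeast; strong numbers were not always called active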
NTR1 agonist = agonists of NTR1, primary screen, imaging, U2OS cells, beta-arrestin-GFP, high content (AID 493036) | hit rate 0.17% among 330,000 | activation, % at 20 µM | Neurotensin receptor type 1 (Homo sapiens), P30989 | NTR1-U2OS beta-arrestin-GFP spot imaging, agonist mode;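 active = activation at or above 40% of the spot to cytoplasm intensity ratio, with at least 20 cells analyzed; inconclusive = wells under 20 cells, flagged as cytotoxic or low count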;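 note: 0% = DMSO without peptide and 100% = 100 nM NTR1 peptide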
Target sequence (P30989 whole entry, looked up): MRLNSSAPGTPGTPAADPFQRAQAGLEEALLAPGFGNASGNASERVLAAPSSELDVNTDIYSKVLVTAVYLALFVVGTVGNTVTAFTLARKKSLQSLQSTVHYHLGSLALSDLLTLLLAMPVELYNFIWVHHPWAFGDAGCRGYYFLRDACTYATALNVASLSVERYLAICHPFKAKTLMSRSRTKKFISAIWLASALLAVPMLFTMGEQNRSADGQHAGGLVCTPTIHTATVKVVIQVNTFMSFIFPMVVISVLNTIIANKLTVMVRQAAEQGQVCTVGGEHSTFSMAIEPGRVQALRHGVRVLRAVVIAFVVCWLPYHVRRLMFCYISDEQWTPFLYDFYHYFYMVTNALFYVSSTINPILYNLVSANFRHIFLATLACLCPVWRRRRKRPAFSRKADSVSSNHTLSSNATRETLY
SV40 large T antigen = SV40 large T antigen inhibitors, biochemical (AID 1903). one-dose inhibition, % at 20 µM; IC50 in µM for titrated hits. hit rate 0.39% among 310,000. SV40 large T antigen ATPase/helicase inhibition assay; higher % means a stronger effect; in the data active = a potency from the dose series; inconclusive = inhibition mostly from about 32% at the one dose, without a potency; inactive = the rest, 99 in 100 with inhibition below about 32%; note: strong numbers were not always called active
GPR35 arrestin U2OS = GPR35 antagonists blocking zaprinast-driven arrestin recruitment, primary screen, imaging, U2OS, beta-arrestin-GFP, zaprinast agonist (AID 2058); hit rate 0.052% among 290,000; U2OS GPR35 beta-arrestin-GFP translocation imaging, zaprinast antagonism; higher % means a stronger effect; inhibition, % at 10 µM, or IC50 in µM where a hit was titrated;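 active = inhibition of at least 50% with at least 30 cells and total cytoplasm GFP at most 10,000,000; inconclusive = under 30 cells or total GFP of 10,000,000 plus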
MgcRacGAP inhibition = MgcRacGAP GTPase-activating activity inhibitors, confirmation, biochemical, ADP Hunter fluorescence; MgcRacGAP-stimulated Rac1 GTP hydrolysis, ADP Hunter fluorescence; higher % means a stronger effect; GST-tagged Rac1 F28L mutant substrate; inhibition, % at 30 µM, or IC50 in µM where a hit was titrated; Rac GTPase-activating protein 1 (Homo sapiens); hit rate 0.6% among 340,000; AID 624330, 2012;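 active = first-screen hits whose inhibition reached a set limit at any dose in the follow-up dose series; inconclusive = inhibition above the set first-screen limit but never retested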;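 note: fluorescence reports GDP produced by GAP-driven GTP hydrolysis; strong numbers were not always called active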
AID2073 = inhibitors of Mint1-CaV2.2 protein interaction, biochemical, HTRF (AID 2073). inhibition, % at 20 µM; hits with a dose series show IC50 in µM. HTRF protein-protein interaction, Mint1-CaV2.2; higher % means a stronger effect. Voltage-dependent N-type calcium channel subunit alpha-1B (Homo sapiens). hit rate 0.19% among 290,000; in the data active = inhibition mostly above about 51%, no sharp cut-off; inconclusive = no clear call, values can overlap the other calls; inactive = mostly below about 53%; note: some results filed as inactive read as strong as hits
GPR55 LPI antagonism = GPR55 antagonists blocking LPI-driven arrestin recruitment, primary screen, imaging, U2OS, beta-arrestin-GFP, LPI agonist (AID 2013); hit rate 0.13% among 290,000; G-protein coupled receptor 55 (Homo sapiens); U2OS GPR55 beta-arrestin-GFP translocation imaging, LPI antagonism; higher % means a stronger effect; inhibition, % at 10 µM; hits with a dose series show IC50 in µM;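 active = spots per cell inhibited over 60%, with over 100 cells counted and total cytoplasm intensity under 500,000; inconclusive = wells with under 100 cells, flagged as likely toxic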;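 note: U2OS cells stably carrying GPR55 and arrestin-GFP stimulated by 5 µM LPI near EC80; imaged beta-arrestin-GFP aggregate spots per cell after agonist stimulation; plate controls were LPI-stimulated DMSO wells for no effect and DMSO wells without LPI for full effect; some results filed as inactive read as strong as hits; confirmed hits need IC50 under 10 µM and bright autofluorescent wells are also inconclusive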
Dengue-2 NS5 capping = Dengue-2 NS5 methyltransferase inhibitors, primary screen, biochemical, confirmation dose response (AID 588689). Genome polyprotein (Dengue virus type 2 (strain 16681-PDK53)). Dengue-2 NS5 methyltransferase capping enzyme assay, biochemical; higher % means a stronger effect. inhibition, % at 25 µM, or IC50 in µM where a hit was titrated. hit rate 0.3% among 340,000; in the data active = a potency from the dose series; inconclusive = inhibition above about 29% without an active follow-up result
GPR55 activation = GPR55 agonists via beta-arrestin recruitment, primary screen, imaging, U2OS cells, beta-arrestin-GFP redistribution (AID 1961); G-protein coupled receptor 55 (Homo sapiens); U2OS GPR55 beta-arrestin-GFP redistribution imaging; higher % means a stronger effect; one-dose activation, % at 10 µM; EC50 in µM for titrated hits; hit rate 0.048% among 290,000;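 active = activation above 40% with more than 50 cells counted in the well; inconclusive = wells holding fewer than 50 cells, flagged as toxic or sparse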;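 note: U2OS osteosarcoma cells stably expressing GPR55 and beta-arrestin-GFP; plate controls were DMSO negative control for no effect and LPI positive control for full effect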
NTR1 agonist cell count 20 µM = further read-out of NTR1 agonist, marked with its call; cell count; measured here: cell count, cytotoxicity flag
Dengue-2 NS5 capping pilot replicate = second read-out of Dengue-2 NS5 capping, no call of its own (marks repeat the call); inhibition, %; measured here: pilot screen replicate inhibition
Numbers without * were called inactive; i = inactive; ? = inconclusive; . = not tested or not shown. Outcome played no part in choosing rows. Share with any hit: about 1.7%.

SMILES	Yfh1-off respiration	NTR1 agonist	NTR1 agonist cell count 20 µM	SV40 large T antigen	GPR35 arrestin U2OS	MgcRacGAP inhibition	AID2073	GPR55 LPI antagonism	Dengue-2 NS5 capping	GPR55 activation	others
Cc1cc(O)ccc1Nc1nc2ccccc2nc1Nc1ccc(O)cc1C	i	2.4	63	16%	-2%	10%	16%	7%	-13%	0.6%	Dengue-2 NS5 capping pilot replicate=-5.8
CCOc1cccc(/C=N/N2C(=O)CSC2=S)c1O	i	0.6	61	36%	2%	?	34%	-6%	-8%	1.0%
CSC1=Nc2sc3c(c2C2=NCCN12)CCCC3	.	.	.	.	-4%	.	0%	14%	.	-0.2%
Cc1sc2ncnc(Sc3ccccc3C(=O)O)c2c1C	i	1.6	53	23%	11%	5%	32%	-6%	-4%	0.1%
O=c1[nH]c(N/N=C\c2ccc3c(c2)OCO3)nc2ccccc12	i	-1.8	70	11%	3%	10%	3%	-19%	-6%	-0.1%
COc1ccc2c(c1)C(=O)N(c1ccccc1C)C(=O)C2(C)C	i	0.6	71	2%	-7%	13%	9%	3%	4%	-0.4%
O=c1c2cc(N3CCOCC3)ccc2[nH]c(=S)n1Cc1cccc(Cl)c1	i	10	84	21%	10%	8%	11%	-3%	-1%	0.7%	Dengue-2 NS5 capping pilot replicate=-0.3
COc1cc(/C=N/N=C(N)N)ccc1OCc1ccccc1Cl	i	12	62	15%	-8%	26%	13%	10%	-11%	0.3%
Cc1cccc(NC(=S)N(CCN(C)C)Cc2cc3cc(C)ccc3[nH]c2=O)c1	i	-0.1	39	23%	8%	3%	-8%	7%	-6%	-0.2%
C=C(CO)C1Cc2cc(C(C)=O)ccc2O1 (stereo unspecified)	i	2.1	74	1%	-6%	7%	3%	10%	1%	1.1%
Cc1ccc2cc(CCNC(=O)c3ccco3)c(=O)[nH]c2c1	i	-0.5	60	2%	-4%	7%	9%	-3%	1%	0.5%
Cc1ccc(/C=N\NC(=O)CC(=O)NCCc2ccccc2)cc1	.	-0.4	72	7%	2%	-2%	7%	23%	-1%	-0.1%
Cc1onc(-c2ccccc2)c1C(=O)NNC(=S)NC(=O)c1ccc2c(c1)OCO2	i	0.7	45	7%	-17%	5%	-19%	2%	-13%	1.4%
O=S(=O)(NCc1ccc(F)cc1)c1ccc(-n2cnnn2)cc1	.	0.4	67	6%	0%	9%	-4%	-18%	12%	-0.1%
CSC1=NCCN1S(=O)(=O)c1ccccc1	i	0.2	84	0%	8%	10%	-10%	12%	-1%	0.4%
COc1ccc(-c2cc(C(=O)NC(C(=O)O)C(C)C)c(C)o2)cc1OC (stereo unspecified)	i	-1.6	89	6%	5%	4%	25%	20%	-12%	0.2%
O=c1c(-c2ccccc2)c1-c1ccccc1	i	18	31	5%	-14%	.	31%	14%	.	0.7%
Cc1nc(NC(=O)CSc2nnc(C3CC3)n2C)sc1C	.	0.9	52	12%	-1%	-4%	-6%	4%	1%	0.6%
CCOc1ncccc1-c1nc(-c2cccs2)no1	.	0.9	94	7%	-8%	14%	14%	4%	-5%	-0.1%
Cc1cc(NC(=O)COC(=O)[C@@H](NS(=O)(=O)c2ccccc2)C(C)C)no1	i	0.8	51	5%	8%	4%	4%	-7%	-16%	-0.2%
CCN(CC)S(=O)(=O)c1ccc(Cl)nc1	i	-1.7	63	1%	-6%	-4%	11%	-7%	-2%	1.1%
CC(=O)c1sc2nc(-c3cccs3)cc(C(F)(F)F)c2c1N	i	6.8	31	13%	20%	15%	28%	4%	?	27%
COc1ccc(NC(=O)C2CC(=O)OC23CCCCC3)cc1 (stereo unspecified)	i	-2.0	67	2%	0%	5%	-5%	10%	-10%	0.0%
COc1cc(OC)cc(C(=O)Nc2cccc(-c3ccc(N4CCOCC4)nn3)c2)c1	.	0.4	48	13%	.	3%	.	.	-4%	.
CCOc1ccc(-n2c(SCc3nc(-c4ccc(C)cc4)no3)nnc2-c2ccncc2)cc1	i	2.3	44	-5%	-4%	-1%	-9%	3%	-10%	-0.1%
Cn1c(=O)c2[nH]c(N=NNc3ccccc3F)nc2n(C)c1=O	i	-0.6	48	22%	-5%	18%	-10%	-6%	-7%	0.5%
COc1ccc(NC(=O)CSc2nc3ccncc3[nH]2)c(OC)c1	.	-0.5	67	9%	11%	-35%	0%	4%	2%	0.1%
CCC(C)NC(=O)CSc1ccc(Cl)cc1 (stereo unspecified)	i	-0.4	63	2%	-11%	3%	12%	-6%	9%	0.1%
O=C1CC(c2ccc3c(c2)OCO3)CN1 (stereo unspecified)	i	1.6	33	0%	7%	9%	-15%	21%	-4%	-0.1%
NC12CC3CC(C1)CC(O)(C3)C2	i	-0.4	52	-4%	1%	-4%	13%	13%	3%	-0.2%
C/C(=N\NC(=O)OC(C)(C)C)c1cccc([N+](=O)[O-])c1	i	2.1	42	7%	10%	9%	4%	6%	-12%	-0.5%
Cn1nnnc1SCc1ccccc1[N+](=O)[O-]	i	-0.9	75	7%	2%	-8%	22%	12%	0%	0.2%
CCOC(=O)C1(CCCc2ccccc2)CCN(C(=O)CSC)CC1	.	0.2	77	22%	10%	10%	-6%	9%	-1%	0.2%
COc1ccccc1CNc1ccc2nnc(CCNC(=O)c3ccc(C)cc3)n2n1	i	0.3	50	4%	-8%	11%	-6%	0%	1%	0.2%
Cc1cc(Cl)ccc1OC(C)C(=O)Nc1ccccc1N1CCOCC1 (stereo unspecified)	.	8.4	88	3%	-15%	2%	-11%	5%	-7%	0.2%
COc1ccc(OC)c(NC(=O)C2CCN(C(=O)c3cccs3)CC2)c1	i	1.9	78	0%	7%	14%	-4%	11%	-4%	0.2%
O=c1cc(CSc2nc3ccccc3c(=O)[nH]2)c2ccc(O)cc2o1	i	.	.	12%	3%	12%	31%	-19%	-6%	0.4%
COC(=O)c1ccc(NC(=S)NC(=O)c2c(Cl)cnn2C)cc1	i	1.8	80	17%	12%	-5%	-12%	-11%	-2%	-0.3%
CC(=O)Nc1cccc(C(=O)NCC2(N3CCCCC3)CCCCC2)c1	i	-1.0	61	3%	-8%	12%	-8%	2%	-5%	0.6%
O=C(NCC(=O)N(c1cccc(F)c1)C(C(=O)NC1CCCC1)c1cccnc1)c1cccs1 (stereo unspecified)	i	4.2	51	21%	8%	5%	-4%	16%	-5%	0.2%
Cc1ccccc1C(=O)Nc1ccnn1C1CCN(C2CCSCC2)CC1	.	0.5	55	14%	8%	7%	12%	14%	-2%	-0.1%
CCn1cc(C(=O)NCc2ccccn2)c(=O)c2cc(F)c(N3CCN(C)CC3)cc21	i	-1.0	59	-4%	2%	11%	11%	10%	-5%	-0.1%
O=C(/C=C/c1ccc(F)cc1)N1CCCc2ccccc21	i	-1.1	38	-3%	-20%	0%	-19%	15%	-7%	0.5%
COCC(O)CNc1ccccc1 (stereo unspecified)	i	2.5	64	9%	-5%	2%	-2%	9%	-3%	0.2%
CC1(C)N=C(c2ccccn2)C(C)(C)N1O	i	-1.0	38	16%	3%	2%	9%	4%	-1%	0.0%
Cc1nc(C(=O)NCCCO)cc2c1[nH]c1ccccc12	.	-1.2	95	7%	53%	8%	18%	16%	-5%	-0.1%
CCCN(CCC)S(=O)(=O)c1ccc(C(=O)Nc2ccc(S(=O)(=O)Nc3nnc(CC)s3)cc2)cc1	.	0.2	72	16%	6%	3%	20%	17%	.	0.8%
CCc1c(C)nc(SCC(=O)N2CCN(c3ccccc3)CC2)[nH]c1=O	i	-0.3	86	11%	8%	13%	2%	7%	4%	0.5%
CCOC(=O)C1(Cc2ccc(Cl)cc2)CCN(C2CCC2)CC1	.	-0.6	53	27%	5%	5%	15%	13%	2%	-0.1%	Dengue-2 NS5 capping pilot replicate=0.0
NS(=O)(=O)c1ccc(CCNC(=O)c2cc(-c3cc(Cl)ccc3O)n[nH]2)cc1	i	0.9	70	10%	8%	18%	0%	2%	-5%	-0.1%
Cc1sc2ncnc(SCC(=O)N3CCCC(C(N)=O)C3)c2c1C (stereo unspecified)	.	-1.3	65	3%	.	7%	.	.	0%	.
Cc1ccc(-c2cc(C(=O)OCC(=O)N(C)C3CCS(=O)(=O)C3)c3ccccc3n2)o1 (stereo unspecified)	i	1.7	26	11%	30%	-2%	-101%	-4%	-13%	-0.4%
Cc1n[nH]c(=O)nc1NCCN(C)C	i	1.4	59	11%	10%	3%	6%	4%	4%	-0.2%
CN(C(=O)CSc1nnn(C)n1)c1ccccc1	.	1.9	61	6%	-4%	5%	5%	2%	0%	-0.2%
NS(=O)(=O)c1ccc(Nc2nc(-c3ccc(O)cc3)cs2)cc1	i	6.7	51	28%	4%	20µM*	-12%	-4%	0%	0.0%
O=Cc1cccn1Cc1ccc(Cl)cc1Cl	i	-1.3	44	13%	-1%	5%	-1%	2%	-3%	-0.1%
CCOc1ccc(CNC(=O)CCCOc2cc(=O)n(C)c3ccccc23)cc1	i	2.3	83	11%	-8%	3%	2%	4%	1%	-0.2%
CCCc1nc2sc3c(c2c(=O)n1NC(=O)c1ccco1)CC(C)(C)OC3	i	0.0	83	3%	17%	-3%	4%	8%	-5%	-0.5%
O=C(NNc1ccc(C2CCCCC2)cc1)C(O)(c1ccccc1)c1cccs1 (stereo unspecified)	i	40	54	0%	-8%	1%	-38%	-12%	-5%	0.6%
COc1cc(C2OC(c3cc(OC)c(OC)c(OC)c3)C(C)C2C)cc(OC)c1OC (stereo unspecified)	i	-3.4	92	7%	-12%	3%	-6%	0%	-1%	0.1%
Cc1ccc(Nc2nnns2)cc1C	i	2.8	83	18%	1%	4%	-2%	-1%	0%	-0.1%
CCN1CC2([N+](=O)[O-])C=CC(=O)C([N+](=O)[O-])(C1)C2CC(=O)c1ccccc1 (stereo unspecified)	i	0.1	85	17%	-6%	-3%	-4%	8%	14%	-0.1%

Source: PubChem BioAssay (several laboratories)
